HT1080NT lethal: kills 2HG-producing HT-1080-NT fibrosarcoma cells; HT-1080-NT fibrosarcoma viability, CellTiter-Glo ATP luminescence, 48 h; Potency, µM (doses to about 46.1 µM), for inactives: at the highest dose activity, negative = less viability, actives largely listed as cytotoxic; AID 686970; 360,000 tested, 1.6% active;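 further: NT is the 2HG producing partner of a matched IDH1 knockdown line; potency means the concentration at half of the fitted maximal effect; 0% = DMSO-treated cells and -100% = media-only wells without cells; nearly all actives have a fitted effect of over 55% in size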
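A 48-hour cytotoxicity screen used HT-1080-NT cells plated 2 hours before compound delivery. ATP-based CellTiter-Glo luminescence measured viability, normalized to DMSO and no-cell controls.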
IL1B secr inh: inhibitors of inflammasome signaling (IL-1 beta secretion); activity change, % at 57.5 µM; 360,000 tested, 4.7% active; THP-1 LPS/ATP IL-1B secretion, AlphaLISA, 16 h; hits give low values; in the data active means activity change below about -50%; inconclusive means mostly about -30% to -49%; further: on the % scale 0 is the no-effect control and ±100 the full control effect
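THP-1 cells pretreated 1 hr with compounds (up to 57.5 uM final), then stimulated with LPS (250 ng/mL final) plus ATP (1.25 mM final); secreted IL-1B measured by AlphaLISA after 16 hr, decreased signal indicating inhibition.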
SW480 rerep: induces DNA re-replication in SW480 colon adenocarcinoma cells; SW480 DNA re-replication, Hoechst DNA content imaging, 48 h; Potency, µM (series often up to 46.1 µM), without a hit: at the highest dose re-replication activation, usual class: activators; 340,000 tested, 1.8% active; AID 624297; further: potency means the concentration at half of the fitted maximal effect; % of control where 0% means no effect; nearly all actives have a fitted effect of over 55% in size
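Per well, 250 cells were exposed to pinned compound for 48 hr. Nuclear DNA was visualised with Hoechst (40 min, 37 C) and total object intensity recorded by fluorescence scanning.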
HT1080 IDH1KD tx: toxicity to HT-1080 IDH1 knockdown cells (counter line); 360,000 tested, 2% active; Potency, µM (titrated, usually from 46.1 µM), for inactives: top-dose activity, negative = toxicity, actives largely listed as cytotoxic; HT-1080 IDH1 knockdown viability, ATP luminescence, 48 h;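 further: potency means the concentration at half of the fitted maximal effect; 0% = DMSO wells and -100% = cell-free medium wells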
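After a 2 h attachment period, IDH1KD HT-1080 cells took pin-transferred compound for 48 h at 37 °C; ATP-based luminescence after 10 min room-temperature reagent incubation reported viability.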
ATXN2 expr inh: ATXN2 expression inhibition. HEK-293 ATXN2-luciferase reporter, luminescence, 24 h. Potency, µM (titrated, usually from 57 µM), for the others: at the top dose activity change, negative = inhibition, most hits filed as inhibitors. 360,000 tested, 0.72% active. AID 1745845; further: potency means the concentration at half of the fitted maximal effect; on the % scale 0 is the no-effect control and ±100 the full control effect; nearly all actives have a fitted effect of over 55% in size
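qHTS (up to 57 uM final) was run with 24 h compound exposure of reporter cells at 37 °C. Each well was multiplexed: SteadyGlo luminescence measured ATXN2-luciferase expression after a fluorogenic Gly-Phe-AFC viability readout (25 uM final).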
HepG2 viability: counter-screen for TGF-b inhibitors: cytotoxicity in HepG2 cells; Potency, µM (top dose mostly 46.1 µM), without a hit: at the top dose activity change, negative = cytotoxicity, most hits filed as cytotoxic; 410,000 tested, 0.76% active; HepG2 CAGA-GFP viability, ATP luminescence, 18 h; further: potency means the concentration at half of the fitted maximal effect; some results filed as inactive show a strong effect at the top dose
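HepG2 CAGA-GFP cells (1000/well, DMEM with 1% FBS) received compound, then TGF-beta at 500 pg/mL final, and were incubated 18 hours at 37 degrees C. Viability was read by CellTiter-Glo luminescence. Media-only wells were set as complete cell-killing and DMSO as no toxicity.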
ATXN viability: viability counter-screen for ATXN expression inhibitors; S2 cells (HEK-293 line with an ATXN2-luciferase reporter) viability, CellTiter-Fluor protease fluorescence, 24 h; Potency, µM (series often up to 56.7 µM), hits mostly cytotoxic; 400,000 tested, 0.49% active; AID 651635; further: potency means the concentration at half of the fitted maximal effect; nearly all actives have a fitted effect of over 40% in size
MCF10A rereplic: DNA re-replication induction in MCF 10a cells; MCF 10A DNA re-replication, Hoechst nuclear intensity, 48 h; Potency, µM (titrated, usually from 46.1 µM), for the others: top-dose activity, positive = re-replication, most hits filed as activators; 350,000 tested, 2.9% active; further: potency means the concentration at half of the fitted maximal effect; % of control where 0% means no effect; nearly all actives have a fitted effect of over 50% in size
KB-3-1 tox: KB-3-1 parental cell cytotoxicity; KB-3-1 viability, CellTiter-Glo ATP luminescence, 72 h; Potency, µM (highest dose often 46.1 µM), for inactives: at the highest dose activity change, negative = cytotoxic, hits mostly cytotoxic; 400,000 tested, 1.4% active; further: potency means the concentration at half of the fitted maximal effect; on the % scale 0 is the no-effect control and ±100 the full control effect; nearly all actives have a fitted effect of over 60% in size
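Here the drug-naive KB-3-1 line serves as comparator for MDR sub-line selectivity; cells received compound titrations, 72 h at 37 °C, then CellTiter-Glo readout.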
Starred values were filed as active, the others as inactive; i = inactive; ? = inconclusive; nt = no result given; [ ] = remark or other dose. Unless noted, the call rests on the fitted dose curve; in most records, active means well fitted curve in the direction sought with a large enough effect; inconclusive means small, poorly fitted or top-dose-only effect, or another doubt; inactive means no such curve, though single readings can be large; an effect the other way counts as inactive or inconclusive.

structure,HT1080NT lethal,IL1B secr inh,SW480 rerep,HT1080 IDH1KD tx,ATXN2 expr inh,HepG2 viability,ATXN viability,MCF10A rereplic,KB-3-1 tox
C[C@]12C(=O)N(c3cccc(F)c3)C(=O)N1[C@@H]1c3ccccc3OC[C@@H]1[C@H]2c1ccccc1,-2%,-19,13%,-2%,-9%,-9%,i,15%,-25%
FC(F)Sc1ccc(-n2c(-c3ccc(Cl)cc3)c[n+]3c2CCC3)cc1,?,?,18%,?,nt,-13%,i,?,?
CCc1cccc2c(C(=O)COC(=O)c3nccnc3N)c[nH]c12,-9%,-5,-6%,-13%,30%,5%,i,1%,2%
C=CCn1c(CSc2nnc(-c3ccccc3)n2C)n[nH]c1=S,14%,5,30%,11%,9%,7%,i,?,1%
O=C(CN1C(=O)C2CC=CCC2C1=O)Nc1ccc(OC(F)(F)F)cc1 (stereo unspecified),1%,6,-5%,-5%,9%,0%,?,2%,12%
Cn1c(NCCc2ccccc2)cc(=O)n(C)c1=O,20%,-11,-7%,19%,2%,9%,i,4%,17%
CC(=O)NCc1nc2ccccc2n1Cc1ccccc1C,2%,16,-2%,-1%,4%,-1%,i,-2%,19%
CC(C)COC(=O)NC1c2ccccc2Oc2ccccc21,-19%,9,-11%,-15%,8%,2%,i,15%,10%
O=C(O)C(Cc1ccc(F)cc1)c1ccccc1 (stereo unspecified),10%,0,-1%,4%,-35%,8%,?,-1%,4%
CCOC(=O)CC1=NN(c2ccccc2)C(=O)C1=c1sc(=C2SC(C)=C(C)N2CC)c(=O)n1CC,18%,21,-12%,6%,4%,2%,?,-2%,15%
O=C(O)c1cccc(S(=O)(=O)Nc2cc(Cl)ccc2Cl)c1,0%,15,-7%,0%,-6%,-16%,i,-2%,-8%
COC(=O)COc1ccc2c(=O)c(-c3ccccc3OC)coc2c1,20%,8,-16%,19%,-2%,-9%,i,-16%,11%
CCCNC(=O)COC(=O)c1n[nH]c2ccccc12,7%,15,-6%,28%,5%,-3%,i,8%,0%
O=C(Cn1cc(C(F)(F)F)ccc1=O)N/N=C/c1ccccc1O,?,116,5.8µM*,15µM*,0%,-47%,i,0%,-23%
CCOc1ccc(/C(O)=C2\C(=O)C(=O)N(c3ccc(OC)cc3)C2c2ccccc2[N+](=O)[O-])cc1 (stereo unspecified),-1%,-10,-63%[inhibitor],-13%,-20%,-71%,i,17%,-17%
Cc1cccc(NCc2cc(Cl)cc(Cl)c2O)n1,?,-51*,-3%,4%[9.24 µM],-10%,-30%,i,28%,3%
CC(Sc1ccc(S(=O)(=O)N2CCN(C)CC2)cn1)C(=O)NC1(C#N)CCCCC1 (stereo unspecified),3%,8,2%,-1%,-1%,-6%,?,-2%,3%
Cc1cc(C)cc(Oc2ccc(C(F)(F)F)cc2C#N)c1,6%,0,-3%,14%,2%,-36%,i,-1%,1%
COc1cc(SC)ccc1C(=O)N1CCN(Cc2ccc3c(c2)OCO3)CC1,-3%,-5,8%,?,nt,-52%,?,1%,?
CCOC(=O)C1=C(c2ccccc2)N(C)C(=O)NC1c1ccc(OC(F)F)c(OC)c1 (stereo unspecified),-1%,-21,-5%,-2%,6%,13%,i,-1%,1%
CC(=O)c1ccc(Nc2ncnc3c2oc2ccccc23)cc1,1%,-16,-15%,2%,61%[activator],-4%,i,0%,-2%
CCCCN(C(=O)c1cc2ccccc2o1)c1c(N)n(CC(C)C)c(=O)[nH]c1=O,4%,18,-8%,8%,1%,-2%,i,26%,9%
CC(C)c1ccc(-n2nnnc2SCC(=O)NC2CC2)cc1,-6%,-7,-10%,-10%,nt,-15%,?,3%,-3%
Cc1ccc(SCC(=O)O/N=C(\N)c2cccnc2)cc1,12%,-13,-4%,8%,-7%,-8%,i,13%,8%
O=C(COc1ccc(S(=O)(=O)N2CCCC2)cc1)N1CCCC1,-11%,22,-13%,-8%,3%,-2%,i,-7%,7%
CCOC(=O)C1=CNS(=O)(=O)NC1c1ccc(Br)cc1F (stereo unspecified),0%,4,-8%,1%,0%,-32%,i,-6%,1%
O=C(COC(=O)CNC(=O)c1ccccc1F)NC1CC1,12%,18,-4%,12%,2%,-1%,i,-3%,2%
O=c1c2ccccc2nc(/C=C/c2ccc([N+](=O)[O-])o2)n1CCCO,2.9µM*,-111*,4.5µM*,2.9µM*,4.5µM*,3.2µM*,nt,4.5µM*,5.8µM*
Cc1nc(SCC(=O)NCCc2ccccc2)nc(C)c1C,-2%,29,-3%[9.22 µM],0%,8%,-7%,i,?,0%
CN(C)C(=O)C[C@@H]1C=C[C@@H](NC(=O)C2CCC2)[C@@H](CO)O1,23%,-6,nt,17%,nt,nt,nt,nt,0%
O=C(NNC(=O)c1cc2cc3ccccc3nc2s1)c1ccc(F)cc1,-1%,8,15%,-4%,-3%,-6%,i,13%,-9%
Cc1c(C(=O)N2CCCCCC2(C)C(=O)NCC(C)C)oc2ccccc12 (stereo unspecified),-3%,3,nt,3%,-6%,-7%,i,nt,?
CCOC(=O)c1c(C)oc2ncnc(Nc3ccc(F)cc3Cl)c12,nt,nt,nt,nt,8%,26%,i,nt,5%
Cc1cc(NC(c2nnc(-c3ccccc3)o2)c2ccccc2F)ccc1Br (stereo unspecified),nt,nt,nt,nt,11%,-30%,i,nt,?
COc1ccc(-c2cccc(C(=O)Nc3ccc(OC)c(OC)c3)c2)cc1,?,19,19%,?,2%,-3%,i,-1%,-3%
Cc1cc(C)c2nc(SCC(=O)Nc3cc(C)on3)c(C)cc2c1,-2%,0,2%,-2%,-4%,-1%,i,?,1%

Further structures
| Molecule | HT1080NT lethal | IL1B secr inh | SW480 rerep | HT1080 IDH1KD tx | ATXN2 expr inh | HepG2 viability | ATXN viability | MCF10A rereplic | KB-3-1 tox |
| --- | --- | --- | --- | --- | --- | --- | --- | --- | --- |
| Cc1ccc(S(=O)(=O)NCCC(=O)OCC(=O)NCCc2ccccc2)cc1C | 0% | 6 | -1% | 5% | 0% | 14% | i | 7% | -3% |
| CCN(CC(=O)NC1CCCC1)S(=O)(=O)c1ccc(F)cc1 | 5% | 16 | ? | 17% | 3% | 0% | i | -12% | 0% |
| Fc1ccc(-c2c[nH]c(=S)n2Cc2ccccc2)cc1 | -5% | ? | -21% | 3% | -1% | -40% | i | ? | -4% |
| CCOc1ccc(CC(=O)N/N=C(\C)c2cccnc2)cc1 | 1% | -13 | -3% | -2% | -12% | -11% | i | 0% | -7% |
| CC(C)c1ccc(C2=NN(c3ccccc3)C(=O)CC2)cc1 | ? | -25 | ? | -3% | 1% | -27% | i | ? | -11% |
| CN(C)c1ccc(N=Nc2ccccc2C(=O)OCC(=O)N2CCCC2)cc1 | -3% | -18 | -1% | 0% | 27% | -3% | ? | ? | -3% |
| CCCOc1ccc(CN(C(=O)c2cccc(OC)c2)C2CCS(=O)(=O)C2)cc1 (stereo unspecified) | 3% | -6 | -27% | 6% | -8% | 0% | i | -7% | 23% |
| O=C1OCCC1=COCCCCCCOC=C1CCOC1=O | -1% | 8 | nt | -15% | nt | -5% | i | nt | -8% |
| Cc1ccc2nc(Cl)c(C3CC(c4cccs4)=NN3C(=O)CCCC(=O)O)cc2c1 (stereo unspecified) | 0% | 29 | 0% | 3% | 23% | 5% | i | -2% | 1% |
| Cc1ccc(N(C(=O)C(F)(F)F)C(C(=O)NC2CCCCC2)c2cccs2)cc1C (stereo unspecified) | 0% | -10 | -7% | 6% | -4% | 8% | i | -5% | -1% |
| C=CCNC(=O)Nc1ccc2oc(C)nc2c1 | 7% | 8 | -8% | -2% | 2% | 15% | i | 7% | -1% |
| CC(C)(CO)C(O)C(=O)NCCC#N (stereo unspecified) | ? | 9 | -7% | 3% | 2% | 5% | i | 0% | 35% |
| COc1ccc2cc(/C=C/C(=O)N3CCN(CC(=O)N4CCCCCC4)CC3)ccc2c1 | -30% | ? | -4% | -2% | 7% | -33% | i | 18% | -8% |
| O=C(OCCc1ccccc1)c1cc(O)c(O)c(O)c1 | -14% | 38 | 16%[9.22 µM] | -22% | 26% | -29% | i | 1% | -34% |

3 entries drawn at random from those above, as already listed:
| Molecule | HT1080NT lethal | IL1B secr inh | SW480 rerep | HT1080 IDH1KD tx | ATXN2 expr inh | HepG2 viability | ATXN viability | MCF10A rereplic | KB-3-1 tox |
| --- | --- | --- | --- | --- | --- | --- | --- | --- | --- |
| CC(C)c1ccc(-n2nnnc2SCC(=O)NC2CC2)cc1 | -6% | -7 | -10% | -10% | nt | -15% | ? | 3% | -3% |
| CCOC(=O)c1c(C)oc2ncnc(Nc3ccc(F)cc3Cl)c12 | nt | nt | nt | nt | 8% | 26% | i | nt | 5% |
| CC(=O)c1ccc(Nc2ncnc3c2oc2ccccc23)cc1 | 1% | -16 | -15% | 2% | 61%[activator] | -4% | i | 0% | -2% |

High-throughput results from PubChem.

An unsorted share of the library, and some 8.9% of all compounds hit somewhere here.
